Source: PubChem
HEK293 tox = Cytotoxic Profiling in HEK 293 Cell Line of Diverse Libraries Using Quantitative High-Throughput Screening; AID 1345083, 2018; 94,000 tested, 6.6% active; HEK 293 viability, ATP luminescence (CellTiter-Glo), 48-72 h; Potency, µM (doses to about 115 µM), without a hit: at the highest dose activity change, negative = cytotoxicity, actives largely listed as inhibitors; also: potency is read from the fitted curve at half-maximal effect; nearly all actives have a fitted effect of over 60% in size
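Viability of HEK 293 cells, plated at 250 cells/well, was judged by cellular ATP after compound treatment for 48 or 72 hr. Luminescence was imaged 10 min after CellTiter-Glo addition at room temperature.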
SNCA expr inh = Primary qHTS assay for inhibitors of alpha-synuclein gene (SNCA) expression; HEK-293 SNCA-luciferase knock-in, luminescence, 24 h; Potency, µM (titrated, usually from 57.2 µM), inactives show at the top dose activity change, negative = inhibition, hits mostly inhibitors; 140,000 tested, 0.17% active; AID 1671194, 2021;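 also: potency is read from the fitted curve at half-maximal effect; plate controls were DMSO cells for no effect and cell-free wells for full effect; nearly all actives have a fitted effect of over 45% in size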
FLuc inh = Firefly luciferase inhibition profiling of diverse chemical library using quantitative high-throughput screening | Luciferin 4-monooxygenase (Photinus pyralis), P08659 | purified P. pyralis luciferase, luminescence, biochemical | Potency, µM (series often up to 115 µM), without a hit: at the top dose activity change, negative = inhibition, actives largely listed as inhibitors | 76,000 tested, 2.5% active; also: potency is read from the fitted curve at half-maximal effect; nearly all actives have a fitted effect of over 65% in size
Target sequence (P08659 whole entry, looked up): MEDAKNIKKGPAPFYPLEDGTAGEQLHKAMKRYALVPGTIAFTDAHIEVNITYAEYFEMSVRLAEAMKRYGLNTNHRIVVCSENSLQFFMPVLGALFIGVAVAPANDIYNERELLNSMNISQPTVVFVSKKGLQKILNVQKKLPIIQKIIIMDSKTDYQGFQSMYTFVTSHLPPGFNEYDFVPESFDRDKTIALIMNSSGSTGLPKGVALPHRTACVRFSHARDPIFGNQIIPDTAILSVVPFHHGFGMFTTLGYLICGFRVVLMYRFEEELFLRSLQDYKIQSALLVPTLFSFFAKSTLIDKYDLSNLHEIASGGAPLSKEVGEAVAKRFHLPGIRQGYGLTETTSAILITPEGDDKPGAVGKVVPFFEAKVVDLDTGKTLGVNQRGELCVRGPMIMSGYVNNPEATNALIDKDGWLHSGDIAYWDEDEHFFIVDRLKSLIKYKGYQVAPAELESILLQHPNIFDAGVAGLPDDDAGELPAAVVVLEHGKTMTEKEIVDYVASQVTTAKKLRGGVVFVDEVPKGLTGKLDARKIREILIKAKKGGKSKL
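Inhibitors were tested against purified firefly luciferase in a biochemical, low-substrate format (both substrates at 10uM) and luminescence measured with a CCD imager.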
SNCA viab count = GF-AFC viability counterscreen for inhibitors of alpha-synuclein gene (SNCA) expression; HEK-293-SNCA-luc viability, GF-AFC fluorescence, 24 h; Potency, µM (titrated, usually from 57.1 µM), inactives show at the top dose activity change, negative = cytotoxicity, hits mostly cytotoxic; 150,000 tested, 0.12% active; AID 1671193, 2021;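 also: potency is read from the fitted curve at half-maximal effect; 0% = DMSO-treated cells and -100% = medium-only wells without cells; nearly all actives have a fitted effect of over 30% in size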
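HEK-293-SNCA-luc cells (1500/well) plated 24 h, then exposed 24 h to a dilution series; GF-AFC added 30 min at 37C, fluorescence 405/540 nm; normalised to medium-only and DMSO wells, Hill fit.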
3T3 cytotox = Cytotoxic Profiling in NIH 3T3 Cell Line of Diverse Libraries Using Quantitative High-Throughput Screening. NIH 3T3 viability, CellTiter-Glo ATP luminescence, 48-72 h. Potency, µM (titrated, usually from 96.7 µM), for inactives: top-dose activity change, negative = cytotoxicity, most hits filed as inhibitors. 94,000 tested, 4.3% active. AID 1345082, 2018; also: potency is read from the fitted curve at half-maximal effect; nearly all actives have a fitted effect of over 55% in size
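Luminescent ATP readout (CellTiter-Glo, 10 min RT) after 48 or 72 hr compound exposure of NIH 3T3 cells seeded at 400 cells/well in 1536-well format; quantitative HTS.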
IP6K1 inhibitor = Primary qHTS assay for small molecule inhibitors of Inositol hexaphosphate kinase 1 (IP6K1); activity change, % (series mostly up to about 58 µM); IP6K1 kinase, ADP-Glo luminescence, 2 h; active compounds read low; Inositol hexakisphosphate kinase 1 (Homo sapiens), Q92551; 140,000 tested, 0.81% active; in the data active = activity change below about -25%
Target sequence (Q92551 whole entry, looked up): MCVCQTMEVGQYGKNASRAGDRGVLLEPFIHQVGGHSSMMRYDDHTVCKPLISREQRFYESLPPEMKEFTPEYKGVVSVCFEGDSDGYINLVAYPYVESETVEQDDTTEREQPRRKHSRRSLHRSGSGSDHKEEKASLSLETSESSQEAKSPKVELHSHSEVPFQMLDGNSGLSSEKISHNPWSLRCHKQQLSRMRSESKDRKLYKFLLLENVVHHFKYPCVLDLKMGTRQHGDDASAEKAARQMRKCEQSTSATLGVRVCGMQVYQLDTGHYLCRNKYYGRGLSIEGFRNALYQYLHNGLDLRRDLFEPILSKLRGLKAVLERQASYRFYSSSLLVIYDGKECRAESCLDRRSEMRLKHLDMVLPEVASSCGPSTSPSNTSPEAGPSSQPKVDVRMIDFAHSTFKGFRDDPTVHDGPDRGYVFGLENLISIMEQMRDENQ
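ADP-Glo luminescence measures ADP made by human IP6K1 during a 2 h RT reaction with ATP/IP6 (mix at 1.3 mM/130 uM); top library doses 57.5 and 19.1 uM final.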
GPT2 inhibitor = Primary qHTS assay for inhibitors of Glutamate pyruvate transaminase 2 (GPT2). Alanine aminotransferase 2 (Homo sapiens), Q8TD30. Recombinant GPT2, coupled pyruvate oxidase/HRP Amplex Red fluorescence. Potency, µM (highest dose often 57.7 µM), inactives show at the highest dose activity change, negative = inhibition, most hits filed as inhibitors. 100,000 tested, 0.25% active; also: potency is read from the fitted curve at half-maximal effect; nearly all actives have a fitted effect of over 60% in size; many of its hits are not listed in these tables
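Fluorescence of coupled pyruvate oxidase/HRP/Amplex Red system (50uM Amplex, 30 min, dark) reports pyruvate formed by GPT2. Enzyme reaction: 10ng/uL GPT2, 2mM L-alanine, 250uM a-KG, 30 min room temperature, pH 7.5; 50uM AOA control.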
The depositor's hits bear a star; i = inactive; ? = inconclusive; · = no result given; [ ] = dose if it differs, or a comment. Unless noted, calls follow the shape of the dose curve; as a rule, active = well fitted curve in the direction sought with a large enough effect; inconclusive = small, poorly fitted or top-dose-only effect, or another doubt; inactive = no such curve, though single readings can be large; an effect the other way counts as inactive or inconclusive. Unless noted, % is scaled to controls: 0 for no effect and ±100 for the full control effect. The list is partial (hit frequency here may not be typical).

Under each structure – SNCA viab count | IP6K1 inhibitor | HEK293 tox | SNCA expr inh | FLuc inh | 3T3 cytotox | GPT2 inhibitor
CCS(=O)(=O)N1CCC2(CC1)CN(C(C)=O)CC2COC (centres undefined)
 : 0% | 10 | -2% | 1% | -3% | -8% | 1%
CCOc1ccc(C(=O)c2cn(Cc3ccc(F)cc3)c3ccc(F)cc3c2=O)cc1
 : ? | -13 | · | 0% | · | · | ·
CCOC(=O)c1c(S(=O)(=O)NCC(=O)NCc2ccccc2)c(C)n(C)c1C
 : -2% | -1 | · | -29% | · | · | ·
COCC1CN(S(=O)(=O)c2cccs2)CC12CCNCC2 (centres undefined)
 : -3% | 3 | 0% | 6% | 5% | 3% | i
N#CCn1nc2n(c1=O)CCN(C(=O)Cc1c[nH]c3ccccc13)CC2
 : 2% | 1 | -5% | -20% | -6% | 2% | -2%
CCCCNC(=O)C1CCC(Cn2c(=O)c3sccc3n(CC(=O)N3CCCC3)c2=O)CC1 (centres undefined)
 : 9% | -5 | · | 1% | · | · | ·
COc1ccc(-c2nnc(SCC(=O)Oc3c(C)cccc3C)o2)cc1OC
 : -1% | 25 | · | 56%[activator] | · | · | ·
COCCOC1CCN(C(=O)c2cc(F)ccc2F)CC1
 : 9%[12.5 µM] | 4 | 2% | -10% | -16% | -11% | i
CCSc1nnc2c(n1)OC(c1cc(OC)c(OC)c(OC)c1)Nc1ccccc1-2 (centres undefined)
 : -6% | -11 | · | 50%[activator] | · | · | ·
COCCCNC(=O)c1c(C)nn(-c2ccc(F)cc2)c1-n1cccc1
 : -2% | 9 | · | 15% | · | · | ·
COc1ccc(C2Cn3nnc(-c4nc(-c5ccc(Cl)cc5)no4)c3CO2)cc1 (centres undefined)
 : 6% | -24 | -17% | -4% | -2% | -15% | i
COc1ccc(-c2noc(CN(C(C)C)S(=O)(=O)c3ccc(Br)cc3)n2)cc1
 : 3% | 8 | · | -1% | · | · | ·
CN(C)c1ccc(/C=C/c2noc(-c3ccccc3O)n2)cc1
 : 5% | -19 | · | 80%[activator] | · | · | ·
O=C(NCC12CCC=C1N(CC1CC1)C(=O)CC2)c1ccncc1 (centres undefined)
 : 1% | 13 | i | -13% | -1% | 0% | i
C=CCN1C[C@H]2COc3ccccc3[C@H]2N(C(=O)CC(C)(C)C)CCC1=O
 : · | 9 | -11% | · | · | ? | ·
CN1CCC2(Cc3ccccc3CN(C(=O)c3ccc(Cl)cc3)C2)C1 (centres undefined)
 : 3% | -8 | ? | 0% | · | ? | i
CCC(=O)N1CCCc2cc(S(=O)(=O)N3CCC(C(=O)NCc4ccc(F)cc4)CC3)ccc21
 : -3% | -2 | · | ? | · | · | ·
O=C(CSc1nnc(-c2ccccc2F)o1)Nc1ccccc1Cl
 : 9% | 46 | · | ? | · | · | ·
COCCOCc1nc(C2CCN(C(=O)C3(c4ccccc4)CC3)C2)no1 (centres undefined)
 : 8% | -7 | -14% | -13% | 3% | -9% | i
CN1CCN(C(=O)Cn2c(-c3cccs3)cc3cc(Cl)ccc32)CC1
 : -9% | -14 | · | 7% | · | · | ·
O=c1c2nc(-c3ccc4c(c3)OCO4)ccc2ncn1Cc1ccccn1
 : -23%[87.6 µM] | -5 | -20%[172 µM] | -15%[87.6 µM] | ? | ? | -18%[88.5 µM]
CC(=O)N[C@@H]1CN(Cc2cn[nH]c2-c2ccc(F)cc2)C[C@H]1CO
 : 3% | -1 | -19% | -18% | -9% | -7% | i
O=C(c1ccnc(-c2cncnc2)c1)N1CCCC1
 : 0% | 1 | i | -9% | 8% | 5% | i
COc1ccc(CN2CCc3nc(N4CCN(C)CC4)[nH]c(=O)c3CC2)c(OC)c1OC
 : -12% | 27 | -9% | 5% | · | -28% | 2%
COc1ccccc1C(=O)N1C2CCCC1CC(=O)C2
 : 2%[87.6 µM] | 10 | 1%[172 µM] | -3%[87.6 µM] | -1%[172 µM] | -14%[138 µM] | 5%[88.5 µM]
Cc1ccc(NC(=O)N2CCC(N3CCN(Cc4ccccc4)C(=O)C3=O)CC2)cc1Cl
 : -3% | 16 | · | 39%[activator] | · | · | ·
C[C@@H](NC(=O)NC(C)(C)C)c1onc(-c2ccc(F)cc2)c1C(=O)O
 : -2%[87.6 µM] | 19 | ? | ? | 0%[172 µM] | -3%[138 µM] | -15%[88.5 µM]
CCn1c(COc2ccc(C)nc2)nnc1C1CC(N)C1 (centres undefined)
 : 3% | 27 | -10% | -5% | 0% | -13% | 1%
Cn1ncc2c(C(=O)NCC3CC3)cc(-c3ccc(F)cc3)nc21
 : 1%[87.6 µM] | 19 | -7%[172 µM] | 7%[87.6 µM] | · | -26%[138 µM] | -11%[88.5 µM]
Cc1ccc(NC(=O)CCc2c(C)nn(-c3ccc(N4CCOCC4)nn3)c2C)cc1F
 : -17% | -2 | · | 129%[activator] | · | · | ·
COc1ccccc1NS(=O)(=O)c1cc2c(cc1Cl)NC(=O)CO2
 : -10% | -1 | · | ? | · | · | ·
COc1cccc(Cn2c(C)c(CNCc3cccc(C)c3)c(C(=O)O)c2C)c1
 : -6% | -11 | · | 20% | · | · | ·
CCc1ccccc1NS(=O)(=O)c1ccc2c(c1)CCN2C(=O)C1CC1
 : 9% | 5 | · | 1% | · | · | ·
Cc1ccc(CNC(=O)CC2Oc3ccccc3NC2=O)cc1 (centres undefined)
 : 15% | -21 | · | 2% | · | · | ·
COc1ccc(Cc2nc3ccc(C(=O)NCc4ccccc4C)cc3o2)cc1
 : -3% | 28 | · | 6% | · | · | ·
COc1ccccc1-c1cccc(CN2CCCC(C(=O)NCC(F)(F)F)C2)c1 (centres undefined)
 : -1% | -3 | 45µM* | -16% | · | ? | -2%
COc1ccc(-c2ccccc2C(=O)NC2CCc3ccccc32)nn1 (centres undefined)
 : · | -1 | 1% | · | · | 0% | ·
O=C(Nc1ccc2c(N3CCCC3)ncnc2c1)c1cc(F)ccc1F
 : -20% | -5 | ? | -10% | -10% | ? | -18%
Cc1cccc(N(C)S(=O)(=O)c2nnc(NC(=O)C(C)Oc3ccccc3)s2)c1 (centres undefined)
 : -7% | -7 | · | -23% | · | · | ·
COc1ccc(NC(=O)C2(C)CCc3cnc(N4CCOCC4)nc32)cc1 (centres undefined)
 : 17%[87.6 µM] | 16 | -23%[172 µM] | -10%[87.6 µM] | 7%[172 µM] | ? | -42%[88.5 µM]
CCCCNc1nc(Oc2ccc(OCCC)nn2)nc(N(C)C)n1
 : -1% | -5 | · | 34%[activator] | · | · | ·
O=C1NCCCCCCN(Cc2ccncc2)[C@@H]2CN(S(=O)(=O)c3cccnc3)CC[C@H]12
 : 7% | 6 | 0% | -24% | -9% | -14% | i
CCC(OC)C(=O)N1CCN(c2nc(-c3ccccc3)nc3c2CCC3)CC1 (centres undefined)
 : -19% | -12 | ? | -23% | 2% | -25% | -15%[11.5 µM]
CC(C)NC(=O)C1CCC(=O)N1C1CCN(C(=O)Cc2ccc(Cl)cc2)CC1 (centres undefined)
 : -4% | 19 | 1% | 23% | · | -14% | -13%
Cc1cc(=O)c2cc(C(=O)Nc3ccccc3C)ccc2[nH]1
 : -3% | 4 | · | -18% | · | · | ·
Cc1oc(C(O)c2cccc(O)c2)nc1C(=O)Nc1ccc2c(c1)CNC2=O (centres undefined)
 : 3%[87.6 µM] | 5 | -17%[172 µM] | 6%[87.6 µM] | -14%[172 µM] | ? | 4%[88.5 µM]
Cc1oc(-c2cccc(Cl)c2)nc1CSc1nc2ncccc2[nH]1
 : 4% | -8 | · | 20% | · | · | ·
CCOC(=O)C1CCN(C(=O)c2ccc3nnc(CC4CC4)n3c2)CC1
 : -9% | -11 | 0% | 14% | · | -7% | i
Clc1ccc(C(c2ccccc2Cl)C(Cl)Cl)cc1 (centres undefined)
 : 1% | 29 | · | 2% | · | · | -2%
CCOc1ccc(NC(=O)c2nnn3cc(C)[nH]c(=O)c23)cc1
 : 10% | 11 | 3% | 2% | ? | -8% | -2%
O=C(Nc1cc(-c2ccccn2)nn1-c1ccccc1)c1cccc(Cl)c1
 : -12% | 3 | ? | 0% | · | ? | -19%
CNC(=O)[C@@H]1CN(Cc2ccc3cc[nH]c3c2)C[C@H]1c1nc(C)no1
 : 5% | -5 | i | -14% | 1% | -2% | -4%
CCOc1ccc(CCNC(=O)c2ccc(CSCc3ccccc3C)o2)cc1OCC
 : 0% | -6 | · | -19% | · | · | ·
NCc1ccc(-c2cncnc2)cc1
 : 0%[87.6 µM] | -7 | i | -28%[87.6 µM] | · | 1%[174 µM] | -20%[88.5 µM]
COc1cccc(OCc2nc3ccccc3n2C)c1
 : 6% | -7 | · | -6% | · | · | ·
c1ccc(CCN2CCNc3cc(Nc4ccc(N5CCOCC5)cc4)ncc3C2)cc1
 : ? | -1 | 50µM* | 17%[87.6 µM] | 12%[172 µM] | 35µM* | 14µM*
CCCS(=O)(=O)N1CCc2c(c(CN3CCOCC3)nn2C)C1
 : 0% | 15 | -4% | 9% | · | -13% | i
Cc1ccc(NC(=O)N2CCN3CCCCC3C2)cc1F (centres undefined)
 : -4% | 25 | · | 74%[activator] | · | · | ·

Fetched by compound from the list above (6):
Under each structure – SNCA viab count | IP6K1 inhibitor | HEK293 tox | SNCA expr inh | FLuc inh | 3T3 cytotox | GPT2 inhibitor
Clc1ccc(C(c2ccccc2Cl)C(Cl)Cl)cc1 (centres undefined)
 : 1% | 29 | · | 2% | · | · | -2%
CCOc1ccc(CCNC(=O)c2ccc(CSCc3ccccc3C)o2)cc1OCC
 : 0% | -6 | · | -19% | · | · | ·
CNC(=O)[C@@H]1CN(Cc2ccc3cc[nH]c3c2)C[C@H]1c1nc(C)no1
 : 5% | -5 | i | -14% | 1% | -2% | -4%
O=C(Nc1cc(-c2ccccn2)nn1-c1ccccc1)c1cccc(Cl)c1
 : -12% | 3 | ? | 0% | · | ? | -19%
COc1cccc(OCc2nc3ccccc3n2C)c1
 : 6% | -7 | · | -6% | · | · | ·
CCOc1ccc(NC(=O)c2nnn3cc(C)[nH]c(=O)c23)cc1
 : 10% | 11 | 3% | 2% | ? | -8% | -2%
